# Pf growth 48h = Primary qHTS for delayed death inhibitors of the malarial parasite plastid, 48 hour incubation. P. falciparum luciferase growth in erythrocytes, 48 h. Potency, µM (top dose mostly 28.7 µM), inactives show at the top dose activity change, negative = inhibition, actives largely listed as inhibitors. hit rate 5.9% among 310,000
#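 A one-generation exposure of luciferase-tagged malaria parasites in RPMI 1640/Albumax erythrocyte culture, 37 C and 5% CO2. Inhibition is inferred from decreased luminescence after adding detection reagent.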
# Pf growth 96h = Primary qHTS for delayed death inhibitors of the malarial parasite plastid, 96 hour incubation. P. falciparum luciferase reporter growth, 96 h. Potency, µM (highest dose often 28.7 µM), without a hit: at the top dose activity change, negative = inhibition, hits mostly inhibitors. hit rate 6.9% among 320,000
#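 Cell-based qHTS: luciferase-tagged P. falciparum in erythrocytes (2% hematocrit, 0.05% parasitemia final) incubated with compounds for 96 hours, 37 C, 5% CO2; luciferase detection reagent then added and luminescence measured.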
# HCV inh = qHTS Assay for Inhibitors of Hepatitis C Virus (HCV). Potency, µM (top dose mostly 41.8 µM), for the others: at the top dose activity change, negative = inhibition, actives largely listed as inhibitors. Huh7.5.1 HCVcc-Cre infection, luciferase reporter, 44 h. hit rate 3.4% among 340,000
#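 Infectious HCV cell culture screen: compound-treated cells (1,000/well, pre-plated 4 h) are infected with HCVcc-Cre at roughly 0.5 moi and grown 44 h. Infection is quantified by luciferase signal after 15 min substrate incubation at room temperature.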
# Sm TGR block = qHTS Assay for the Inhibitors of Schistosoma Mansoni Peroxiredoxins. Potency, µM (doses to about 114 µM), without a hit: top-dose activity change, negative = inhibition, most hits filed as inhibitors. purified TGR, DTNB reduction, TNB absorbance 405 nm. hit rate 3% among 360,000. AID 485364, 2010. Schistosoma mansoni thioredoxin glutathione reductase (TGR), Q962Y6; also: nearly all actives have a fitted effect of over 60% in size
#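 Kinetic colorimetric format: TGR-catalysed, NADPH-driven DTNB reduction monitored via TNB absorbance. Enzyme dispensed at 20 nM; compound exposure 15 min at room temperature before reaction start.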
# Tb PYK inh = qHTS of Trypanosoma Brucei Inhibitors; pyruvate kinase (Trypanosoma brucei), Q57TT1; TbPYK enzyme, Kinase-Glo Plus ATP luminescence, 45 min; Potency, µM (highest dose often 76.8 µM), inactives show at the top dose activity, negative = inhibition, most hits filed as inhibitors; hit rate 0.12% among 410,000; AID 624173, 2012; also: nearly all actives have a fitted effect of over 50% in size
#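 Glycolytic pyruvate kinase of T. brucei was incubated with substrate, test compound and 130 uM ADP for 45 minutes at room temperature. Luminescent Kinase-Glo Plus signal was measured after 10 minutes.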
# LmPK inh = qHTS Assay for Inhibitors of Leishmania Mexicana Pyruvate Kinase (LmPK). Potency, µM (doses to about 57.5 µM), for inactives: at the highest dose activity change, negative = inhibition, actives largely listed as inhibitors. Q27686. purified LmPK, Kinase-Glo ATP luminescence, 1 h. AID 1721, 2009. hit rate 0.37% among 290,000
# Target sequence (Q27686 whole entry, looked up): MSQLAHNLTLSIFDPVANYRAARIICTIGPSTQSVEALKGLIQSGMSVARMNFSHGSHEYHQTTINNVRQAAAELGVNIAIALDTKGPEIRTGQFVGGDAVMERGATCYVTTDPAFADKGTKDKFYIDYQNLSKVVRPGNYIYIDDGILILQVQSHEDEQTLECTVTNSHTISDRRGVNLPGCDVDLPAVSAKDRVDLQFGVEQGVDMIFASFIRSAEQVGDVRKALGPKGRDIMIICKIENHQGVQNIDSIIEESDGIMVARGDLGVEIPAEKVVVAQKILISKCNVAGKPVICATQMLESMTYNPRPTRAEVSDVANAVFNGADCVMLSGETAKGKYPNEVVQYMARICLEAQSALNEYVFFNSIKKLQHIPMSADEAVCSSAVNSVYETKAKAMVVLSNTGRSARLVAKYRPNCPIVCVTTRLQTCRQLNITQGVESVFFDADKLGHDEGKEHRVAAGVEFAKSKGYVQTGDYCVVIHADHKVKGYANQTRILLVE
#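 qHTS format; LmPK 0.1 nM; substrates PEP 0.5 mM and ADP 0.1 mM. One-hour room-temperature incubation, then coupled luciferase luminescence; 0.5 nM enzyme wells mark activation.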
# An asterisk follows results filed as active; ? = inconclusive; . = no result given; & = joins results of further samples; [ ] = another dose, or the depositor's remark. Calls follow the shape of the dose curve; as a rule, active = well fitted curve in the direction sought with a large enough effect; inconclusive = small, poorly fitted or top-dose-only effect, or another doubt; inactive = no such curve, though single readings can be large; an effect the other way counts as inactive or inconclusive. % is scaled to controls: 0 for no effect and ±100 for the full control effect; potency is read from the fitted curve at half-maximal effect.
# Keys: A = Pf growth 48h; B = Pf growth 96h; C = HCV inh; D = Sm TGR block; E = Tb PYK inh; F = LmPK inh
O=C(Nc1ccc(F)cc1)OCCOc1ccc([N+](=O)[O-])cc1
  A: -25% | B: 49%[activator] | C: 7% | D: 3% | E: 3% | F: -1%
CC(NC(=O)Nc1ccc2c(c1)OCO2)C1CCCO1 (stereo unspecified)
  A: 91%[activator] | B: 15%[5.75 µM] | C: 1% | D: -13% | E: 1% | F: -3%
CCCN1CCC(NC23CC4CC(CC(C4)C2)C3)CC1
  A: -26% | B: ? | C: . | D: 0% | E: . | F: 0%
O=C(NC(O)C(=O)c1cccs1)c1cccnc1 (stereo unspecified)
  A: 0% | B: ? | C: 16% | D: -27% | E: 1% | F: -2%
CNS(=O)(=O)c1ccc(NC(=O)c2nc3nc(C)cc(C(F)F)n3n2)cc1
  A: . | B: -1% | C: . | D: 5%&4% | E: -12% | F: -4%
CC(=O)Nc1ccc(S(=O)(=O)NC2=C(N3CCN(c4ccc(F)cc4)CC3)C(=O)c3ccccc3C2=O)cc1
  A: 0.74µM* | B: . | C: ? | D: ? | E: -14% | F: -15%
O=c1c(-c2ccccc2)c(O)nc2ccccn12
  A: 34%[activator] | B: ? | C: 16% | D: 4% | E: 6% | F: -3%
O=C(CC1CCCC1)Nc1nc2ccccc2[nH]1
  A: 112%[activator] | B: 1% | C: 2% | D: 0% | E: -1% | F: 2%
Cc1nn(CC2CCCCC2)c(N)c1-c1ccccc1
  A: . | B: ? | C: 4% | D: -1% | E: 14% | F: 8%
O=C(CN1CCN(S(=O)(=O)N2CCOCC2)CC1)Nc1ccc(Cl)c(Cl)c1
  A: 6% | B: 15% | C: -16% | D: -12% | E: -5% | F: 3%
CC(C)(C)N1CC(COc2ccccc2)OC1=O (stereo unspecified)
  A: 45%[activator] | B: 29% | C: 9% | D: -17% | E: -10% | F: 7%
CCOC(=O)N1CCC(NC(=O)c2cccc3c2C(=O)N(Cc2cccnc2)C3)CC1
  A: -1% | B: ? | C: 14% | D: -3% | E: -4% | F: 3%
CC(Sc1cccc[n+]1[O-])c1ccccc1 (stereo unspecified)
  A: -5% | B: ? | C: 28% | D: 5% | E: 0% | F: -6%
O=S(=O)(c1ccc(F)cc1)N1CCC(N2CCCCCC2)CC1
  A: -3% | B: 10% | C: 5% | D: 8% | E: -14% | F: 3%
CCOc1ccc(NC(=O)N2CC(C)OC(C)C2)cc1 (stereo unspecified)
  A: ? | B: 13% | C: 12% | D: 18% | E: -12% | F: -4%
CCc1cccc(CC)c1NC(=S)N(CCN(C)C)C(C)c1cccnc1 (stereo unspecified)
  A: 0% | B: ? | C: 10% | D: 0% | E: -3% | F: -4%
COc1cccc(C(=O)N2CCN(CCCc3ccccc3)CC2)c1OC
  A: -2% | B: . | C: 35µM* | D: 6% | E: 18% | F: -5%
CNC(=S)Nc1ccc2nc(C)c(C)nc2c1
  A: 70%[activator] | B: 4% | C: 5% | D: 32µM* | E: -8% | F: 6%
N#CC1(NC(=O)COc2cccnc2[N+](=O)[O-])CCCCC1
  A: -1% | B: 22% | C: -18% | D: -12% | E: -5% | F: .
CCN(CC(=O)Nc1ccc(OC)c(OC)c1)S(=O)(=O)c1ccc(C)cc1
  A: 0% | B: . | C: ? | D: 4% | E: -7% | F: 4%
O=C(CN1CCN(c2ccccn2)CC1)NC(=O)NC1CCCCC1
  A: 8% | B: ? | C: 18% | D: -10% | E: -3% | F: 5%
COc1ccc(N2C(=O)c3ccccc3NC2(C)C)cc1
  A: 219%[activator] | B: ? | C: 6% | D: 7% | E: 0% | F: 3%
O=C(c1ccccc1)c1cnc(-c2ccccc2)s1
  A: -10% | B: 274%[activator] | C: 3% | D: 11% | E: 1% | F: -1%
Cn1cc2ccc(N)cc2n1
  A: 37%[activator] | B: -3% | C: 11% | D: -15% | E: -2% | F: -2%
COc1cccc(N2C(C(C)=O)=NN(c3ccccc3)C2c2ccc(N3CCOCC3)cc2)c1 (stereo unspecified)
  A: 13µM* | B: ? | C: -12% | D: 1% | E: -21% | F: 2%
CN1CCN(S(=O)(=O)c2cccc(C(=O)Nc3ccccc3N3CCCC3)c2)CC1
  A: -9% | B: -15% | C: -3% | D: -10% | E: -1% | F: 1%
CCN1C(=O)[C@H]2[C@@H](c3ccc(C)cc3)N3C(=O)N(c4ccc(C(F)(F)F)cc4)C(=O)[C@@]3(Cc3ccccc3)[C@H]2C1=O
  A: ? | B: 9% | C: -7% | D: 6% | E: 3% | F: -1%
COc1ccc(N=NC2=C(O)CC(C)(C)CC2=O)c(OC)c1
  A: -12% | B: -12% | C: -10% | D: -19% | E: 4% | F: -1%
Cc1cc(=O)[nH]c2nnnn12
  A: 7% | B: 26% | C: 8% | D: -8% | E: 1% | F: -1%
O=C(CC(C(=O)O)c1ccccc1)Nc1ccccc1 (stereo unspecified)
  A: 13% | B: ? | C: -2% | D: -6% | E: -2% | F: -2%

# Reprinted at random: two entries already listed, in no set order.
# Keys: A = Pf growth 48h; B = Pf growth 96h; C = HCV inh; D = Sm TGR block; E = Tb PYK inh; F = LmPK inh
COc1cccc(N2C(C(C)=O)=NN(c3ccccc3)C2c2ccc(N3CCOCC3)cc2)c1 (stereo unspecified)
  A: 13µM* | B: ? | C: -12% | D: 1% | E: -21% | F: 2%
CN1CCN(S(=O)(=O)c2cccc(C(=O)Nc3ccccc3N3CCCC3)c2)CC1
  A: -9% | B: -15% | C: -3% | D: -10% | E: -1% | F: 1%

# Reformatted: results already given
# Every second line gives: Pf growth 48h	Pf growth 96h	HCV inh	Sm TGR block	Tb PYK inh	LmPK inh
O=C(CN1CCN(c2ccccn2)CC1)NC(=O)NC1CCCCC1
  8%	?	18%	-10%	-3%	5%
CCN1C(=O)[C@H]2[C@@H](c3ccc(C)cc3)N3C(=O)N(c4ccc(C(F)(F)F)cc4)C(=O)[C@@]3(Cc3ccccc3)[C@H]2C1=O
  ?	9%	-7%	6%	3%	-1%
COc1ccc(N=NC2=C(O)CC(C)(C)CC2=O)c(OC)c1
  -12%	-12%	-10%	-19%	4%	-1%
Cn1cc2ccc(N)cc2n1
  37%[activator]	-3%	11%	-15%	-2%	-2%

# Next records
# Keys: A = Pf growth 48h; B = Pf growth 96h; C = HCV inh; D = Sm TGR block; E = Tb PYK inh; F = LmPK inh
CCOC(=O)CC1(NC(=O)C2CCC(=O)N(CCc3ccccc3)C2)CCCCC1 (stereo unspecified)
  A: -4% | B: ? | C: 1% | D: -1% | E: -10% | F: -2%
CC1(C)CC(=O)C2=C(C1)OC1=C(C(=O)CC(C)(C)C1)C2(C)C
  A: 0% | B: ? | C: 4% | D: 3% | E: . | F: -1%
Cc1cc(-c2ccc(C)c(S(=O)(=O)N3CCN(c4ccc([N+](=O)[O-])cc4)CC3)c2)on1
  A: ? | B: ? | C: ? | D: -16% | E: -1% | F: -9%
CSc1nsc(/C=C/Nc2ccc(F)cc2F)c1C#N
  A: ? | B: ? | C: -17% | D: -20% | E: 0% | F: -8%
Cc1c(-c2csc(N)n2)cnn1C
  A: 40%[activator] | B: ? | C: -2% | D: 5% | E: -2% | F: -12%
CC(=O)Nc1sc(C)c(C)c1C(=O)OCC(=O)N(C)C1CCS(=O)(=O)C1 (stereo unspecified)
  A: -3% | B: -11% | C: ? | D: 3% | E: -4% | F: 1%
O=C(O)c1ccccc1C(=O)Nc1ccc(-n2ccc(C(F)(F)F)n2)cc1
  A: 2% | B: -2% | C: -1% | D: 17% | E: 8% | F: -6%
